From PubChem BioAssay
TNAP activators = stimulation of alkaline phosphatase TNAP activity – biochemical, luminescent, no phosphate acceptor, uHTS, primary screen (AID 1001); purified TNAP, luminescent activation assay, no phosphate acceptor; higher activation fold means a stronger effect; activation fold at 20 µM, or EC50 in µM where a hit was titrated; 0.03% of 200,000 active; in the data active means activation fold from about 3, or a potency from the dose series; inactive means the rest, 99 in 100 with activation fold below about 1.6; further: many of its hits are not listed in these tables
P. falciparum M1AAP = malaria alanyl aminopeptidase activity blockers – biochemical, fluorogenic H-Leu-NHMec substrate, 1536-well (AID 1445); recombinant M1AAP, H-Leu-NHMec fluorogenic kinetic assay; higher % means a stronger effect; inhibition, % at 30 µM, or IC50 in µM where a hit was titrated; 0.42% of 220,000 active;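 active means primary inhibition above the hit cutoff, then over 50% inhibition at one or more dose response concentrations, cut at about 23% in these data, passing the limit was not always enough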;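 further: plate controls were DMSO full reaction for no effect and no enzyme background for full effect; strong numbers were not always called active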
PMI inhibitors = MPI enzyme activity inhibition – biochemical, fluorescence intensity, coupled assay, primary screen (AID 1209); purified PMI enzyme, coupled fluorescence intensity; higher % means a stronger effect; inhibition, % at 20 µM, or IC50 in µM where a hit was titrated; 0.42% of 190,000 active;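 further: plate controls were DMSO vehicle for no effect and wells lacking substrate for full effect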
P. falciparum M17LAP = P. falciparum M17LAP inhibitors, primary screen, biochemical, fluorogenic H-Leu-NHMec substrate, 1536-well (AID 1619); recombinant M17LAP, H-Leu-NHMec fluorogenic kinetic assay; higher % means a stronger effect; inhibition, % at 30 µM, or IC50 in µM where a hit was titrated; 0.38% of 220,000 active;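 active means compound inhibiting the enzyme by more than half at any dose during confirmatory dose-response retesting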;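 further: plate controls were full reaction with DMSO carrier for no effect and no enzyme background for full effect; strong numbers were not always called active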
XIAP displacement = small molecules displacing peptide from XIAP – biochemical, IAP family, fluorescence polarization (AID 1018). XIAP BIR domain, fluorescence polarization peptide displacement; higher % means a stronger effect. one-dose displacement, % at 20 µM; IC50 in µM for titrated hits. 0.007% of 200,000 active; in the data active means displacement above about 50%; further: a part of the inactive calls stands beside numbers as strong as those of hits
UTI89 phage lysis = protection from phage-mediated lysis, alamar blue read-out – E. coli UTI89, K1F phage, bacterial capsule biogenesis inhibitors (AID 488966); inhibition, % at 100 µM, or IC50 in µM where a hit was titrated; 0.02% of 340,000 active; E. coli UTI89 K1F phage lysis, alamar blue, 2 h; higher % means a stronger effect;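 active means phage lysis inhibition, versus mean bacterial control, above a set limit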;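 further: capsule biogenesis inhibitors block K1F phage lysis so surviving cells raise fluorescence; higher fluorescence means more inhibition of phage lysis; actives were called in the ten point dose series up to 300 µM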
SIAH1 antagonists = Siah-1 peptide-binding antagonists, primary screen, biochemical, fluorescence polarization, rhodamine-plectin, uHTS (AID 1817); 0.02% of 290,000 active; Siah-1 / rhodamine-plectin peptide fluorescence polarization; higher % means a stronger effect; one-dose displacement, % at 20 µM; IC50 in µM for titrated hits;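 active means displacement of at least 50% at 20 µM, with a fluorescence ratio check between 0.3 and a set limit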;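 further: plate controls were Siah plus tracer with DMSO for no effect and tracer alone without Siah for full effect; strong numbers were not always called active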
human PMI inhibitors = MPI inhibition at elevated mannose 6-phosphate – biochemical, fluorescence intensity, high mannose 6-phosphate, primary screen (AID 1220); recombinant PMI enzyme, coupled fluorescence intensity; higher % means a stronger effect; inhibition, % at 20 µM, or IC50 in µM where a hit was titrated; 0.66% of 190,000 active
Hep lipid drop = modulators of hepatic lipid droplet formation; AML12 mouse hepatocytes, oleate lipid droplets, BODIPY imaging; 0.4% of 240,000 active; AID 1656; inhibition, % at 6.5 µM;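 active means lipid droplet intensity inhibited by at least 50%, with more than 500 cells counted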
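material = mouse AML12 hepatocyte cell line, fixed after treatment | also added = 100 µM oleic acid challenge | doses = compound at 6.5 µM only | schedule = overnight exposure | technique = Image-based BODIPY and DAPI two-channel analysis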
Hep lipid drop cells 6.5 µM = also measured in Hep lipid drop; calls as there; cell count; measured here: cell count, cytotoxicity flag;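 cells counted across two imaged fields per well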
Numbers without * were called inactive; i = inactive; / = no result given; [ ] = dose if it differs, or a comment. Unless noted, no stated cut-off is given here; in the data, active means inhibition above about 50%; inactive means the rest.

1: O=C(Nc1ccc2ccccc2c1)N1C[C@H]2C[C@@H](C1)c1cccc(=O)n1C2
2: CC(=O)N1CN2CN(C(C)=O)CC(C(=O)c3ccc([N+](=O)[O-])cc3)(C2)C1
3: O=C1/C(=C\c2ccc(Cl)cc2Cl)N2CCC1CC2
4: COc1ccc(Cl)cc1NC1=NCC(C)S1 (stereo not given)
5: O=P1(Nc2cccnc2)COc2ccccc2OC1
6: O=C(NCc1cccnc1)C(Cl)(Cl)Cl
Screen / compound no.	1	2	3	4	5	6
TNAP activators	/	1.1	/	1.1	1.1	1
P. falciparum M1AAP	11%	2%	11%	-2%	14%	-3%
PMI inhibitors	/	2%	/	3%	9%	-4%
P. falciparum M17LAP	0%	5%	12%	3%	0%	-11%
XIAP displacement	/	-2.6%	/	-3.4%	-6.9%	-9.6%
UTI89 phage lysis	1.7%[50 µM]	-0.1%	/	-0.2%	-0.4%	6.4%
SIAH1 antagonists	-5%	8%	1%	-1%	1%	-3%
human PMI inhibitors	/	-4%	/	6%	38%	-7%
Hep lipid drop	-2	5	-2	11	/	-24
Hep lipid drop cells 6.5 µM	647	714	738	607	/	632

Limited to Hep lipid drop cells 6.5 µM, P. falciparum M1AAP and TNAP activators, for 2 of the compounds above:
no.	Compound	Hep lipid drop cells 6.5 µM	P. falciparum M1AAP	TNAP activators
2	CC(=O)N1CN2CN(C(C)=O)CC(C(=O)c3ccc([N+](=O)[O-])cc3)(C2)C1	714	2%	1.1
3	O=C1/C(=C\c2ccc(Cl)cc2Cl)N2CCC1CC2	738	11%	/

Carrying on:
7: CN1CCN(c2ncnc3ccc(Br)cc23)CC1
8: CCCSc1nc(O)c(CC)c(=O)n1C(C)CC (stereo not given)
9: CCOC(=O)c1nc2ccccc2c(=O)n1-c1ccc(C)cc1C
10: CCOc1ccc(-n2c(O)c(N=Nc3c(C)n(C)n(-c4ccccc4)c3=O)c(=O)[nH]c2=O)cc1
11: OCC[N+]12CCC(CC1)C(C(O)(c1ccccc1)c1ccccc1)C2 (stereo not given)
12: O=P(Oc1ccccc1)(Oc1ccccc1)c1ccccc1
Screen / compound no.	7	8	9	10	11	12
TNAP activators	1	1.1	1	/	/	/
P. falciparum M1AAP	5%	1%	1%	-1%	1%	-1%
PMI inhibitors	6%	6%	14%	/	/	/
P. falciparum M17LAP	5%	1%	2%	3%	-1%	12%
XIAP displacement	-4.3%	-1.4%	0.6%	/	/	/
UTI89 phage lysis	0.4%	0.8%	2.6%	/	-1.8%	0.1%
SIAH1 antagonists	-3%	0%	-1%	-2%	-2%	-2%
human PMI inhibitors	5%	1%	2%	/	/	/
Hep lipid drop	/	-1	6	2	-5	-1
Hep lipid drop cells 6.5 µM	/	784	535	755	736	642

10 structures from above, ordered by SMILES length, high to low.
10: CCOc1ccc(-n2c(O)c(N=Nc3c(C)n(C)n(-c4ccccc4)c3=O)c(=O)[nH]c2=O)cc1
2: CC(=O)N1CN2CN(C(C)=O)CC(C(=O)c3ccc([N+](=O)[O-])cc3)(C2)C1
1: O=C(Nc1ccc2ccccc2c1)N1C[C@H]2C[C@@H](C1)c1cccc(=O)n1C2
11: OCC[N+]12CCC(CC1)C(C(O)(c1ccccc1)c1ccccc1)C2 (stereo not given)
9: CCOC(=O)c1nc2ccccc2c(=O)n1-c1ccc(C)cc1C
3: O=C1/C(=C\c2ccc(Cl)cc2Cl)N2CCC1CC2
12: O=P(Oc1ccccc1)(Oc1ccccc1)c1ccccc1
7: CN1CCN(c2ncnc3ccc(Br)cc23)CC1
Screen / compound no.	10	2	1	11	9	3	12	7
TNAP activators	/	1.1	/	/	1	/	/	1
P. falciparum M1AAP	-1%	2%	11%	1%	1%	11%	-1%	5%
PMI inhibitors	/	2%	/	/	14%	/	/	6%
P. falciparum M17LAP	3%	5%	0%	-1%	2%	12%	12%	5%
XIAP displacement	/	-2.6%	/	/	0.6%	/	/	-4.3%
UTI89 phage lysis	/	-0.1%	1.7%[50 µM]	-1.8%	2.6%	/	0.1%	0.4%
SIAH1 antagonists	-2%	8%	-5%	-2%	-1%	1%	-2%	-3%
human PMI inhibitors	/	-4%	/	/	2%	/	/	5%
Hep lipid drop	2	5	-2	-5	6	-2	-1	/
Hep lipid drop cells 6.5 µM	755	714	647	736	535	738	642	/

5: O=P1(Nc2cccnc2)COc2ccccc2OC1
6: O=C(NCc1cccnc1)C(Cl)(Cl)Cl
Screen / compound no.	5	6
TNAP activators	1.1	1
P. falciparum M1AAP	14%	-3%
PMI inhibitors	9%	-4%
P. falciparum M17LAP	0%	-11%
XIAP displacement	-6.9%	-9.6%
UTI89 phage lysis	-0.4%	6.4%
SIAH1 antagonists	1%	-3%
human PMI inhibitors	38%	-7%
Hep lipid drop	/	-24
Hep lipid drop cells 6.5 µM	/	632

Other records:
13: CCOC(=O)C1(CCOc2ccccc2)CCN(C2Cc3ccccc3C2)CC1
14: COc1ccc(Cn2c(O)c(/C=N/NC(=O)c3ccccc3)c(=O)[nH]c2=O)cc1
15: CN1C(=O)C(Cc2cccc3ccccc23)C(=O)N(C)C1=O
16: CN1CCN(S(=O)(=O)c2cnc(Cl)c(Br)c2)CC1
17: O=c1[nH]c(=O)n(Cc2ccccc2)c(O)c1C=NCCN1CCOCC1
18: CC(C)(C)[C@]1(O)C[C@@H]2OC(=O)C[C@@]23C(=O)O[C@@H]2OC(=O)[C@H](O)[C@]213
Screen / compound no.	13	14	15	16	17	18
TNAP activators	1.1	0.3	1.1	1.1	1	1.1
P. falciparum M1AAP	-2%	1%	-4%	3%	15%	11%
PMI inhibitors	8%	-7%	7%	18%	-5%	-11%
P. falciparum M17LAP	-20%	i	34%	12%	3%	0%
XIAP displacement	2.1%	-7.8%	-1.1%	-12%	-2.3%	-6.4%
UTI89 phage lysis	1.4%	0.2%	0.0%	4.5%	1.4%	-1.1%
SIAH1 antagonists	-2%	-12%	-1%	4%	-2%	-1%
human PMI inhibitors	9%	-23%	-9%	10%	-20%	-14%
Hep lipid drop	0	-37	2	4	14	-4
Hep lipid drop cells 6.5 µM	639	714	638	698	800	716

19: O=c1c2ccccc2nc(Cc2cccc([N+](=O)[O-])c2)n1-c1ccc(O)cc1
20: CC(C)CCn1c(N)c(C(=O)OCC2CCCO2)c2nc3ccccc3nc21 (stereo not given)
21: CNCCc1c(C)n[nH]c1C
22: Cn1c(O)c(C=NCCN2CCN(C(=O)c3ccccc3)CC2)c(=O)n(C)c1=O
23: CCCCNC(=S)N1CCn2cccc2C1c1cccnc1 (stereo not given)
24: CC1CCN(CC(=O)c2ccc3c(c2)OCCO3)CC1
25: O=c1c2ccccc2nc(/C=C/c2ccco2)n1-c1ccccc1O
26: CCCNc1nc(OC)nc(N2CC3CC(C2)c2cccc(=O)n2C3)n1 (stereo not given)
27: Cc1cc(Br)c(NC(=O)CN2CC=C(c3ccccc3)CC2)c(Br)c1
Screen / compound no.	19	20	21	22	23	24	25	26	27
TNAP activators	/	1.1	1.1	1.1	1.1	1.1	/	1.1	1.1
P. falciparum M1AAP	6%	22%	-2%	2%	7%	6%	18%	6%	8%
PMI inhibitors	/	-16%	8%	-2%	-3%	-19%	/	-7%	5%
P. falciparum M17LAP	3%	-47%	-1%	12%	7%	5%	10%	9%	13%
XIAP displacement	/	-1.4%	-3.1%	-5.2%	-5.9%	-6.6%	/	-4.1%	-3.6%
UTI89 phage lysis	-0.3%	-0.1%	0.2%	-0.1%	-0.2%	1.3%	0.5%	0.7%	-0.5%
SIAH1 antagonists	14%	2%	-6%	-4%	2%	5%	-4%	4%	0%
human PMI inhibitors	/	30%	8%	-16%	10%	-7%	/	-10%	2%
Hep lipid drop	-8	/	/	2	3	5	0	-21	-12
Hep lipid drop cells 6.5 µM	754	/	/	759	653	667	715	689	689

Some of the compounds tested, so the mix of outcomes need not match the whole.
